# FBW7 act – FBW7 E3 ligase activators, primary screen, biochemical, AlphaScreen, human. AlphaScreen FBW7–phospho-cyclin E peptide binding, activator screen. hit rate 0.13% among 650,000. F-box/WD repeat-containing protein 7 (Homo sapiens), Q969H0. normalized activity (activation), % at 26.1 µM; in the data active = normalized activity above about 1.9%;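 also: purified mutant Fbw7 with reduced substrate affinity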
# GPR151 activ – activators of human GPR151, primary screen, cell-based, PathHunter beta-arrestin, luminescence; G-protein coupled receptor 151 (Homo sapiens), Q8TDV0; PathHunter beta-arrestin GPR151 cells; activation, % at 11.2 µM; hit rate 1% among 650,000; in the data active = activation above about 4.9%;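 also: 0% = median of compound wells and 100% = cells with positive control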
# Target sequence (Q8TDV0 whole entry, looked up): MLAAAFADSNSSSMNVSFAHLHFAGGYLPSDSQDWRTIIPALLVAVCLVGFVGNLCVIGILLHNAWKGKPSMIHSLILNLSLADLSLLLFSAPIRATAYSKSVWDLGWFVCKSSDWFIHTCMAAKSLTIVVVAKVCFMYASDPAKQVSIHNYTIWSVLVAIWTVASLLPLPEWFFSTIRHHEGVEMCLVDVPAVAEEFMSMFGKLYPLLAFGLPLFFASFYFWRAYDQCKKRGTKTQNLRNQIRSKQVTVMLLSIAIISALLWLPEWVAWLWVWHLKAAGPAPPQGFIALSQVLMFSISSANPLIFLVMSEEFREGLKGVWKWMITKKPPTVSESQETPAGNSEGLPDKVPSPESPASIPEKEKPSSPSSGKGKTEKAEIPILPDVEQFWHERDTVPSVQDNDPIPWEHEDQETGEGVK
# MITF primary – MITF inhibitors, primary screen, biochemical, AlphaScreen, human; Microphthalmia-associated transcription factor (Homo sapiens), O75030; AlphaScreen MITF homodimerization, bead proximity signal; inhibition, % at 2.6 µM; hit rate 0.91% among 650,000; AID 1259374, 2018; in the data active = inhibition above about 50%;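 also: 0% = vehicle wells with protein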
# Target sequence (O75030 whole entry, looked up): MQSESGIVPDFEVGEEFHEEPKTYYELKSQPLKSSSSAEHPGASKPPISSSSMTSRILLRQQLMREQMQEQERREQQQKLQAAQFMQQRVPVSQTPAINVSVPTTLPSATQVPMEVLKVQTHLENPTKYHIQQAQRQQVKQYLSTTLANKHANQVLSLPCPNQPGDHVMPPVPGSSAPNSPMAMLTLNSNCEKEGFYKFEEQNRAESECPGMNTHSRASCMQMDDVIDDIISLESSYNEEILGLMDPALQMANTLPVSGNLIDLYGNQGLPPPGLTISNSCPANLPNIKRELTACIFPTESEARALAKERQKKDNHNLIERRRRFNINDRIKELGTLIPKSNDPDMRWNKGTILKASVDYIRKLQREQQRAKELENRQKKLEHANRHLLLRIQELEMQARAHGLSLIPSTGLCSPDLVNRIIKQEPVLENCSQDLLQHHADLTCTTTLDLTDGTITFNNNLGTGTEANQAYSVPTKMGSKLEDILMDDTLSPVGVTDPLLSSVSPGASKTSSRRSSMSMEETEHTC
# TEAD-YAP block – TEAD-YAP interaction inhibition, primary screen, TEAD-YAP interaction inhibitor project, luminescence, HEK-TIYL cells; TEAD-Gal4/YAP UAS-luciferase luminescence; inhibition, % at 9.12 µM; hit rate 1.4% among 640,000; AID 1259422, 2018; in the data active = inhibition above about 32%;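 also: 0% = median of test compound wells and 100% = reference inhibitor wells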
# Numbers without * were called inactive.
SMILES	MITF primary	FBW7 act	TEAD-YAP block	GPR151 activ
COc1ccc2sc(N(CCN3CCOCC3)C(=O)c3ccnn3C)nc2c1	2	-0.1	-44	0.3
O=C(CSc1ccc2nnc(-c3ccc(Cl)cc3)n2n1)Nc1ccc2c(c1)OCO2	-7	0.1	-8	-1.0
CCNS(=O)(=O)c1ccc(NS(=O)(=O)c2ccc(OC)cc2)cc1	-15	0.0	-9	3.7
CC(=O)N1CCN(S(=O)(=O)c2ccc(C)c([N+](=O)[O-])c2)C1C(C)C (centres undefined)	33	1.3	2	-1.9
N#CC1=C(N)OC2=C(C(=O)CC(c3cccs3)C2)C1c1ccccc1 (centres undefined)	15	0.4	3	-0.3
O=C(Nc1cccs1)N1CCN(Cc2csc(-c3ccccc3)n2)CC1	17	0.3	-19	-0.4
O=C(NC1C2CCCC1CN(C1CC1)C2)c1ccc(Cl)cc1 (centres undefined)	3	-0.1	-6	1.0
CC(C)CC(=O)Nc1c2c(nn1C(C)(C)C)CS(=O)(=O)C2	11	0.8	-4	2.4
c1ccc(OCCNc2ccnc(Nc3nccc4ccccc34)n2)cc1	-5	-0.2	-10	-1.3
CCOC(=O)N1CCC(N2CCCC(N(C)CCc3ccc(OC)c(OC)c3)C2)CC1 (centres undefined)	2	0.1	2	2.1
O=[N+]([O-])C1=CC=C2C(=NC3(CCCCC3)N2O)C1=NCCc1ccccc1	-2	-0.1	2	2.7
COC(=O)c1ccc(CO/N=C(\NC(C)=O)c2nonc2NC(C)=O)cc1	10	0.3	-16	0.8
Cc1ccc(C2=N/C(=C\c3cccc([N+](=O)[O-])c3)C(=O)O2)cc1	6	0.0	-2	-1.1
CC1CC(C)(C)NC(=S)N1CCC(=O)Nc1ccc2c(c1)OCCO2 (centres undefined)	10	0.0	-2	-0.8
C=CCN1C(=O)/C(=C\c2cccc([N+](=O)[O-])c2)SC1=S	25	0.2	6	-1.4

# Exported with values under each structure: entries from further up
# Values run as follows: MITF primary | FBW7 act | TEAD-YAP block | GPR151 activ
CCNS(=O)(=O)c1ccc(NS(=O)(=O)c2ccc(OC)cc2)cc1
    -15 | 0.0 | -9 | 3.7
COC(=O)c1ccc(CO/N=C(\NC(C)=O)c2nonc2NC(C)=O)cc1
    10 | 0.3 | -16 | 0.8
Cc1ccc(C2=N/C(=C\c3cccc([N+](=O)[O-])c3)C(=O)O2)cc1
    6 | 0.0 | -2 | -1.1

# Next entries follow.
SMILES	MITF primary	FBW7 act	TEAD-YAP block	GPR151 activ
Cc1ccc(S(=O)(=O)Nc2ccccc2C(O)C[N+](=O)[O-])cc1 (centres undefined)	6	0.1	3	0.6
NC(=O)C1CCN(C(=O)C2CC(c3ccccc3Cl)=NO2)CC1 (centres undefined)	1	0.1	-6	1.9
CCc1ccc(NC(=O)c2cc(S(=O)(=O)NCc3ccc(C)cc3)ccc2F)cc1	7	-0.1	6	0.2
Nc1c(C(=O)NCc2ccco2)nnn1-c1cccc(C(F)(F)F)c1	3	0.0	1	-0.6
CC(C)=CCN1CCN(Cc2cccc3nccnc23)CC1CCO (centres undefined)	10	0.1	18	-1.0
COc1cccc(NC(=O)C2C3C=CC4(O3)C2C(=O)N(Cc2ccccc2)C4C(=O)NC2CCCCC2C)c1 (centres undefined)	0	0.0	-2	1.6
O=C(c1cnc2n(c1=O)CCS2)N(Cc1ccccc1)Cc1ccccc1	5	-0.1	6	-0.9
Cc1ccc2c(c1)C(C)CC(C)(C)N2C(=O)Nc1ccccc1 (centres undefined)	-13	-0.1	-1	1.2
Nc1ncc(-c2ccncc2)c(-c2ccc(C(F)(F)F)nc2)n1	25	0.3	-5	-2.1
COc1cccc(N2CCN(c3c4c(nc5ncnn35)CCC4)CC2)c1	6	-0.1	-3	0.1
O=C1/C(=C\c2ccccc2)SC(=Nc2ccccc2)N1c1ccccc1	11	0.0	-5	-0.1
O=C(NCCc1ccccc1)C(c1ccccc1F)N(C(=O)c1csnn1)C1CC1 (centres undefined)	24	0.1	4	-1.0
COc1ccc(C2N3CCc4ccccc4C3CN2S(=O)(=O)c2ccc(C)cc2)cc1 (centres undefined)	4	-0.1	17	-0.4
NC(=O)c1ccsc1NC(=O)C1Cc2ccccc2CN1C(=O)c1ccco1 (centres undefined)	-1	0.3	0	2.1
CC1(CCC(=O)O)NC(=S)N(c2ccccc2)N1 (centres undefined)	15	0.3	3	-1.1

# Limited to TEAD-YAP block, for some of the entries so far:
Structure,TEAD-YAP block
NC(=O)C1CCN(C(=O)C2CC(c3ccccc3Cl)=NO2)CC1 (centres undefined),-6
COc1ccc(C2N3CCc4ccccc4C3CN2S(=O)(=O)c2ccc(C)cc2)cc1 (centres undefined),17
O=C1/C(=C\c2ccccc2)SC(=Nc2ccccc2)N1c1ccccc1,-5

# Following part
SMILES	MITF primary	FBW7 act	TEAD-YAP block	GPR151 activ
O=C(N/N=C(\Cn1cncn1)c1ccc(F)c(F)c1)c1ccc(F)cc1F	-12	-0.1	-14	0.7
COc1ccc(/C(C)=N/Nc2cccc([N+](=O)[O-])c2)c(O)c1	12	-0.1	-13	0.2
COc1ccc2[nH]cc(/C=C3\C(=O)Nc4ccccc43)c2c1	4	-0.1	-31	2.7
Cc1ccc(NC(=O)CSc2nnc(C)s2)c(C)c1	-3	0.0	-11	-0.4
CCC(=O)NNC(=S)NC(=O)c1ccccc1[N+](=O)[O-]	14	0.0	1	-1.2
CC(=O)c1cc(-c2ccccc2)n(CC(=O)NC2CCC(C)CC2)c1C (centres undefined)	5	-0.2	2	-0.3
Cc1ccc2nsnc2c1NC(=O)CCl	-4	-0.2	13	0.7
CC(C)Cn1c(CN2CCN(c3ccc(F)cc3)CC2)nc2c1c(=O)n(C)c(=O)n2C	11	0.0	2	10*
CCOC(=O)c1c(C)oc2c1c(CN1CCN(CC)CC1)c(O)c1ccccc12	7	-0.5	-76	1.8
COc1cc([N+](=O)[O-])ccc1NC(=O)c1cc(Br)ccc1Cl	3	-0.2	-3	1.6
CN(C)c1ccc(C2C=C(c3ccc(Br)cc3)Nc3nnnn32)cc1 (centres undefined)	15	0.4	-7	-0.5
CCOCCCN(C(=S)Nc1ccc(Cl)c(C)c1)C1CCN(C(C)=O)CC1	-2	0.2	-5	-1.0
O=C1C(Cl)=C(N2CCCCC2)C(=O)N1c1ccc(I)cc1	-2	-0.1	11	0.3
CCOc1ccccc1NC(=O)CN(Cc1ccc(Cl)cc1)S(C)(=O)=O	3	0.0	-10	2.3
c1ccc(-c2noc(C3CCCO3)n2)nc1 (centres undefined)	0	-0.4	0	-1.1

# An excerpt from above in order of heavy-atom count, lowest first:
SMILES	MITF primary	FBW7 act	TEAD-YAP block	GPR151 activ
CC1(CCC(=O)O)NC(=S)N(c2ccccc2)N1 (centres undefined)	15	0.3	3	-1.1
COc1ccc(/C(C)=N/Nc2cccc([N+](=O)[O-])c2)c(O)c1	12	-0.1	-13	0.2
c1ccc(OCCNc2ccnc(Nc3nccc4ccccc34)n2)cc1	-5	-0.2	-10	-1.3

# Continued.
SMILES	MITF primary	FBW7 act	TEAD-YAP block	GPR151 activ
N#Cc1c(=O)c2nc3ccccc3nc2n2c1sc1ccccc12	-1	0.2	-2	0.0
O=C(Nc1ccc(Cn2cncn2)cc1)c1cc(-c2ccccc2)n[nH]1	9	-0.3	-4	-0.3
O=c1[nH]c2ccccc2cc1CN(Cc1ccco1)S(=O)(=O)c1ccccc1	1	-0.1	8	0.7
CCOc1ccc2nc(SCC(=O)Nc3ccc(OC)cc3)sc2c1	-6	0.0	-11	0.6
CCc1ccccc1-n1c(C)cn2c3c(=O)n(CCN4CCOCC4)c(=O)n(C)c3nc12	-6	0.0	8	1.3
Cc1c(Cl)cccc1NC(=O)C(=O)N/N=C/c1cc(Br)ccc1O	13	1.0	14	-0.2
CC(C)c1ccc(Nc2ccn3ncc(-c4cccc(NS(C)(=O)=O)c4)c3n2)cc1	-14	0.0	9	-0.3
C(=C\c1ccccc1)/CN1CCN(Cc2ccc3c(c2)OCCO3)CC1	12	0.0	9	2.2
O=C1NC(O)(c2ncc[nH]2)c2ccccc21 (centres undefined)	10	0.1	-10	-0.4
CN(C)CCCNC(=S)NCCNc1nc2cc3c(cc2cc1C#N)OCO3	26	-0.1	-10	0.7
O=C(CN1CCN(Cc2ccc(F)cc2)CC1)Nc1ccccc1F	3	-0.1	-4	1.3
CCC[C@@H]1NC(=O)[C@H]2CN(Cc3ccc(C)cc3C)CCN2C1=O	12	0.0	7	-1.5
COCCCn1c(=O)[nH]c2ncc(-c3cnc(OC)nc3)nc21	15	2.2*	-3	-1.0
Cc1ccn2cc(CCNC(=O)c3ccc(Br)o3)nc2c1	-6	-0.2	-6	-0.2
Cn1c(NC(=O)/C=C/c2cccc(Cl)c2)cc(=O)n(C)c1=O	-6	-0.1	-47	1.0

# Retrieved by structure from the list above:
SMILES	MITF primary	FBW7 act	TEAD-YAP block	GPR151 activ
O=c1[nH]c2ccccc2cc1CN(Cc1ccco1)S(=O)(=O)c1ccccc1	1	-0.1	8	0.7
CCOc1ccc2nc(SCC(=O)Nc3ccc(OC)cc3)sc2c1	-6	0.0	-11	0.6
C(=C\c1ccccc1)/CN1CCN(Cc2ccc3c(c2)OCCO3)CC1	12	0.0	9	2.2

# (continued)
SMILES	MITF primary	FBW7 act	TEAD-YAP block	GPR151 activ
COC(=O)c1cc(NC2c3ccccc3C(=O)N2Cc2ccccc2)cc(C(=O)OC)c1 (centres undefined)	3	-0.1	1	-0.2
COc1ccccc1C1CN(CC(=O)NCCn2nc(C)cc2C)Cc2ccccc2O1 (centres undefined)	-18	-0.4	6	-1.2
CN1CCN(CCCCOc2ccc(C(=O)c3ccccc3)cc2)CC1	75*	-0.1	2	-0.7
COc1ccc([N+](=O)[O-])cc1NC(=O)c1noc2c1COc1ccccc1-2	-3	0.8	-5	-1.2
CC(=O)c1ccc(Nc2c(C)n(C)n(-c3ccccc3)c2=O)cc1	-1	-0.1	-2	0.8
CCOc1ccc(/C=C2\N=C(c3ccc(Cl)cc3Cl)OC2=O)cc1	4	-0.1	12	0.6
CC(C)OCCCNC(=O)C(=O)Nc1cccc(F)c1	-13	0.6	-50	-3.5
O=S(=O)(NCc1cccnc1)c1cccc2cnccc12	9	0.0	3	1.9
CCc1nnc(NCn2nc(C)cc2C)s1	0	-0.1	7	-0.1
O=[N+]([O-])c1ccc(Sc2nnc(COc3ccccc3)n2-c2ccccc2)nc1	8	0.0	16	-1.4
CCOC(=O)c1c(NC(=O)Cc2ccc(Cl)cc2)sc(C(=O)Nc2ccccc2)c1C	7	0.1	-5	0.3
CCOC(=O)c1c(NC(=O)CSc2nnc(CNC(=O)c3ccco3)n2-c2ccc(Br)cc2)sc2c1CCC2	-2	0.0	4	-0.4
O=C1NC(=O)C(=Cc2cn(-c3ccccc3)nc2-c2ccc(Br)cc2)C(=O)N1	9	-0.1	-9	-0.6
Cc1ccccc1-c1nc2cc(NC(=O)c3ccc([N+](=O)[O-])c(C)c3)ccc2o1	10	0.2	-46	1.4
O=C(CN1C(=O)COc2ccc(Cl)cc21)Nc1ccc2c(c1)OCCO2	3	0.1	1	-0.4
N#Cc1c(N)nc2sc(C(=O)c3ccccc3)c(N)c2c1-c1ccccc1	-4	-0.2	1	-0.4
CCc1c(C)sc2nc(C(C)C)n3c(=O)[nH]nc3c12	5	0.1	4	0.1
CCn1c(=O)c(C(=O)Nc2nc3ccc(Br)cc3s2)c(O)c2ccccc21	-9	-0.1	18	-1.0
CCOC(=O)c1ccc(-n2nnnc2C(c2ccc(Cl)cc2Cl)N2CCOCC2)cc1 (centres undefined)	11	0.5	-1	-1.6
COc1ccc(CN2CCC3(CCC(CNC(=O)c4ccco4)O3)CC2)cc1C (centres undefined)	-2	0.2	1	-0.3
CCCCOc1ccccc1NC(=O)CC1Nc2ccccc2NC1=O (centres undefined)	0	0.0	2	0.8
Cc1cc(=O)oc(C)c1C(=O)NCc1ccccc1Cl	-2	0.0	3	0.2
COC(=O)c1ccc(COc2cccc3c2CCN(Cc2ccccc2F)C3=O)o1	8	0.1	-4	-1.6
Cc1nc(SCC(=O)NCCc2ccccc2)c2c3c(sc2n1)CCC3	11	0.0	0	-0.2
COc1cccc(OC)c1C(=O)NCCc1ccc(F)cc1	8	0.2	3	-2.2
Nc1nc(NCCCN2CCCC2=O)cc(-c2csc3ccccc23)n1	-2	1.2	-20	-0.1
O=C(c1ccc(F)cc1)C1CCN(C(=O)c2ccco2)CC1	12	0.9	-8	-0.8
Cc1ccc2nc(-c3ccc(C)c(NC(=S)NC(=O)c4oc5ccccc5c4C)c3)oc2c1	-10	0.0	-62	1.5
CC(C)Cn1cc(C(=O)NCCCN2CCN(C)CC2)c2c3ccccc3n(C)c2c1=O	6	0.1	1	-0.2
CN1C(=O)[C@H]2CN(C(=O)c3ccc(C(F)(F)F)cc3)CCN2C(=O)[C@@H]1CO	17	0.0	10	-0.4
CS(=O)(=O)N(CC(N)=O)c1ccc(F)c(Cl)c1	6	0.6	-2	0.0
COc1ccc(/C(C)=N\NC(=O)c2cccs2)cc1	-8	0.2	-74	-1.9
CC(C)(C)C(=O)CSc1nc(N)c(C#N)c(-c2cccs2)c1C#N	2	-0.1	3	0.2

# Screening results as filed in PubChem.
